# High-throughput results from PubChem.
# FBW7 act – human FBW7 E3 ligase activation, primary screen | normalized activity (activation), % at 26.1 µM | AID 1259310 | Q969H0 | AlphaScreen FBW7–phospho-cyclin E peptide binding, activator screen | 650,000 tested, 0.13% active; in the data active = normalized activity above about 1.9%;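 also: purified mutant Fbw7 with reduced substrate affinity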
# TEAD-YAP block – TEAD-YAP interaction inhibition; HEK-TIYL cells, TEAD-Gal4/YAP UAS-luciferase luminescence; inhibition, % at 9.12 µM; 640,000 tested, 1.4% active; in the data active = inhibition above about 32%;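 also: 0% = median of test compound wells and 100% = reference inhibitor wells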
# MITF primary – inhibitors of human MITF | O75030 | AlphaScreen MITF homodimerization, bead proximity signal | inhibition, % at 2.6 µM | 650,000 tested, 0.91% active; in the data active = inhibition above about 50%;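 also: 0% = vehicle wells with protein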
# Target sequence (O75030 whole entry, looked up): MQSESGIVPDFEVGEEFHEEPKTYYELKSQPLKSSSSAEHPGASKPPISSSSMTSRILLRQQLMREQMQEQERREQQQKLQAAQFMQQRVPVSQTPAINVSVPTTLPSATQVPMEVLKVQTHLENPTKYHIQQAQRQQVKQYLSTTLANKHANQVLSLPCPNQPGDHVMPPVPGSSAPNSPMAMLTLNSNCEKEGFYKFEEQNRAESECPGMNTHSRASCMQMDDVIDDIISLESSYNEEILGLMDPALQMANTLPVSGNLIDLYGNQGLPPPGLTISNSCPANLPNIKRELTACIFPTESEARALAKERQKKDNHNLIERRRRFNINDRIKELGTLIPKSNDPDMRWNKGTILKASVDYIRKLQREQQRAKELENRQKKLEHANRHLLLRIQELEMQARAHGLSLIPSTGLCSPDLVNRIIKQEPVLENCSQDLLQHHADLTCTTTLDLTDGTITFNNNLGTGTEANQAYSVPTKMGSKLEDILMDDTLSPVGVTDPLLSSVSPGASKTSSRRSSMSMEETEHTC
# GPR151 ag – human GPR151 activation; PathHunter beta-arrestin GPR151 cells, luminescence; 650,000 tested, 1% active; Q8TDV0; activation, % at 11.2 µM; in the data active = activation above about 4.9%;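 also: 0% = median of compound wells and 100% = cells with positive control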
# Target sequence (Q8TDV0 whole entry, looked up): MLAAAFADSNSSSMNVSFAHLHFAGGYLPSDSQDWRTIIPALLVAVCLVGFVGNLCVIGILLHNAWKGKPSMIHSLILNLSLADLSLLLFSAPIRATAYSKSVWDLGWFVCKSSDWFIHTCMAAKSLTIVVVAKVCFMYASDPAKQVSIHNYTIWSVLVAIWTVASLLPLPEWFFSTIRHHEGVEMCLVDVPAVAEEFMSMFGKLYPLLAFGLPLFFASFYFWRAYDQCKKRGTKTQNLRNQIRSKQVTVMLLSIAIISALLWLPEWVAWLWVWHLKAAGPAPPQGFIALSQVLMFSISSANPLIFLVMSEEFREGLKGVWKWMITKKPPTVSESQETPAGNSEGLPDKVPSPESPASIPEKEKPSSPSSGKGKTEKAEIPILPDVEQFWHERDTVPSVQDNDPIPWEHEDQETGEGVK
# Starred values were filed as active, the others as inactive.
SMILES,FBW7 act,TEAD-YAP block,MITF primary,GPR151 ag
COCCn1c(=NC(=O)c2ccc3c(c2)OCCO3)sc2cc([N+](=O)[O-])ccc21,-0.2,-17,-5,1.3
CCOc1ccc2nc(N3C(=O)C(O)=C(C(=O)c4ccco4)C3c3ccco3)sc2c1 (centres undefined),-0.2,-28,-2,0.0
CC([O-])=Nc1ccc(-[n+]2nc3nonc3[nH]2)cc1,-0.1,1,-15,-1.7
CCOC(=O)N1CCc2c(sc(NC(=O)c3ccc4ccccc4c3)c2C#N)C1,0.0,8,-16,2.3
COc1ccc(-n2ncc3c(NCc4ccc(C)cc4)ncnc32)cc1,-0.1,-7,-5,2.5
CCOC(=O)c1cnc2c(C)cc(Cl)cc2c1Nc1cccc(C(=O)OC)c1,0.4,5,13,-1.5
O=[N+]([O-])c1ccc2ccn([C@@H]3OC[C@@H](O)[C@@H](O)[C@H]3O)c2c1,0.4,7,19,0.4
CCCC(=O)Nc1ccc(S(=O)(=O)Nc2nc(C)cc(C)n2)cc1,-0.1,5,9,0.4
CCC(C)(C)C1CCC2(CC1)NC(=O)N(CC(=O)Nc1ccc(C(N)=O)cc1)C2=O (centres undefined),0.1,-5,27,3.2
COc1cccc(C#N)c1OCc1ccccc1F,-0.1,0,-7,-0.7
Cc1ccc2c(cnn2C(=O)CCC(=O)NCc2ccccc2Br)c1,0.0,4,0,1.7
O=C(NCCc1ccccc1)c1cccc2c3c([nH]c12)CCCC3,0.0,-45,3,-0.7
Cc1ccc2nc(NC(=O)c3ccc(S(=O)(=O)N4CCc5ccccc54)cc3)sc2c1,0.9,-10,20,0.5
COc1ccc(Nc2nnc3nc(C)cc(C)n23)cc1,0.9,13,10,-0.3
O=C(COc1cccc(F)c1)Nc1ccc(-c2nnc3n2CCCCC3)cc1,0.0,8,-2,0.4
O=C(CN1C(=O)C2C3C=CC(C3)C2C1=O)NCC1COc2ccccc2O1 (centres undefined),0.0,8,-6,-0.9
Cc1cc(C)c2c(c1)cc(C)c1nn(CC(N)=O)c(=O)n12,0.1,-17,14,-0.3
Cc1ccc(N(CC(O)Cn2nnc3ccccc32)S(=O)(=O)c2ccccc2)cc1 (centres undefined),0.3,0,14,1.4
c1ccc(Cc2nc3cnccn3c2NCc2ccc3c(c2)OCO3)cc1,0.2,3,68*,0.1
COc1ccc(NC(=O)c2ccc(N3CC4CC(C3)c3cccc(=O)n3C4)c(NC(=O)Cc3c(F)cccc3Cl)c2)cc1OC (centres undefined),0.3,3,8,0.1
c1ccc(C2(c3ccccc3)NCCCO2)cc1,0.1,3,4,-0.2
COc1cc(OC)c(N2C(=O)Nc3ccccc3N2O)cc1Cl,-0.1,-10,-1,0.8
CCOC(=O)C1=C(N)OC2=C(C(=O)CC(C)(C)C2)C1c1ccc(CC)s1 (centres undefined),0.0,3,12,3.5
C=CCn1c(=NC(C)=O)sc2cc(NC(C)=O)ccc21,-0.2,7,-1,-1.3
COC(=O)c1cc(NC(=O)c2ccc(OC)cc2OC)cc(C(=O)OC)c1,0.1,-3,-3,1.5
# Additional records follow.
SMILES,FBW7 act,TEAD-YAP block,MITF primary,GPR151 ag
O=C1CC(=O)Nc2cc(S(=O)(=O)NCCC3=CCCCC3)ccc2N1,0.1,1,7,-1.4
Cc1c(CN2CCc3nc(N4CCC(C)CC4)[nH]c(=O)c3C2)cnn1C,-0.1,3,3,0.5
COc1ccc(OC)c(NC(=O)C/C(C)=N\NC(=O)c2ccc([N+](=O)[O-])c(Cl)c2)c1,0.0,1,5,1.0
COc1ccccc1C1=CSC2=NS(=O)(=O)CCN12,0.2,-4,9,-0.3
Cc1ccc(C2C3CN(C)CC=C3C(C#N)=C(N)C2(C#N)C#N)o1 (centres undefined),-1.3,6,28,1.2
O=C(CSc1cc(N2CCCC2)ncn1)N1CCc2ccccc21,0.2,-19,8,4.0
COc1ccc(/C=C(\C#N)C(=O)Nc2nc3ccc(OC)cc3s2)cc1,0.0,-1,7,-1.3
NC(N)=N/N=C\c1c(Cl)cccc1Cl,0.0,0,10,-0.6
c1ccc(-n2cnc3c(NC4CC4)nc(Nc4ccc5ncccc5c4)nc32)cc1,0.0,27,14,-0.5
CCOC(=O)c1cc2n(c1N)-c1ccccc1C2=O,0.1,-4,25,0.5
CC(=O)c1sc(NC(=O)c2cc(C)n(C)n2)nc1C,-0.1,18,1,-9.8
CCN1CCCC1CNC(=O)Cn1c(C)cc2ccccc2c1=O (centres undefined),0.0,-11,-1,0.5
CCOC(=O)c1c(NC(=O)CN2CCOCC2)sc2c1CCC(C)C2 (centres undefined),0.0,16,6,3.1
O=C(/C=C/c1ccccc1[N+](=O)[O-])Nc1cccc(F)c1,0.1,-61,3,-1.1
CN1CCN(C(=O)c2ccc(-c3nc4ccc(C(=O)Nc5ccc(N6CCOCC6)cc5)cc4s3)cc2)CC1,0.0,4,10,0.3
C=CCNc1ncccc1-c1nc2cc(Cl)ccc2o1,0.0,-4,-3,4.8
CCc1ccc(Nc2sc(C(=O)c3ccc(Cl)cc3)c(N)c2C#N)cc1,0.1,-9,10,0.7
CC1=NN(c2ccc(C)c(C)c2)C(=O)/C1=C/c1ccc([N+](=O)[O-])o1,-1.0,-5,-6,-1.5
CCCCCCc1cc2c(=O)c(-c3csc(-c4ccccc4)n3)coc2cc1O,0.1,4,-6,-0.5
COC(=O)C1=C(N)OC2=C(C(=O)CC(C)(C)C2)C1c1ccc2c(c1)OCO2 (centres undefined),0.1,4,16,-1.0
O=C(C1=C(O)C(=O)N(CCCN2CCOCC2)C1c1ccco1)c1ccco1 (centres undefined),0.0,1,-9,-0.5
Cn1c(Nc2nc(NC3CC3)c3ncn(CCN4CCCC4=O)c3n2)nc2ccccc21,0.1,12,6,-1.2
CCC(Sc1nc2ccsc2c(=O)n1Cc1ccc(C(=O)O)cc1)C(=O)Nc1ccc(Cl)cc1 (centres undefined),0.5,0,14,-1.1
O=C(COc1ccc(Cl)cc1Cl)N/N=C/c1ccco1,0.1,-20,-1,0.9
COc1ccc(Cn2cnc3sc4c(c3c2=O)CCC(N2CCSCC2)C4)cc1 (centres undefined),-0.6,-8,14,-0.2

# Of the compounds above, five have a nitro group on carbon:
SMILES,FBW7 act,TEAD-YAP block,MITF primary,GPR151 ag
COCCn1c(=NC(=O)c2ccc3c(c2)OCCO3)sc2cc([N+](=O)[O-])ccc21,-0.2,-17,-5,1.3
O=[N+]([O-])c1ccc2ccn([C@@H]3OC[C@@H](O)[C@@H](O)[C@H]3O)c2c1,0.4,7,19,0.4
COc1ccc(OC)c(NC(=O)C/C(C)=N\NC(=O)c2ccc([N+](=O)[O-])c(Cl)c2)c1,0.0,1,5,1.0
O=C(/C=C/c1ccccc1[N+](=O)[O-])Nc1cccc(F)c1,0.1,-61,3,-1.1
CC1=NN(c2ccc(C)c(C)c2)C(=O)/C1=C/c1ccc([N+](=O)[O-])o1,-1.0,-5,-6,-1.5

# More compounds follow.
SMILES,FBW7 act,TEAD-YAP block,MITF primary,GPR151 ag
O=C(Nc1ccnn1C1CCN(Cc2ccccc2)CC1)C1CCOC1 (centres undefined),0.0,-12,-3,-0.7
COc1cc(C2C3C(C)NC(=O)N(C)C3NC(=O)N2C)ccc1O (centres undefined),0.2,3,16,0.1
Cc1ccccc1NC(=O)c1ccc(S(=O)(=O)Nc2ccc(I)cc2)c(C)c1,-0.1,-4,4,0.7
CC(=O)c1ccc(N2CCN(S(=O)(=O)c3ccc4c(c3)CC(C)N4C(C)=O)CC2)cc1 (centres undefined),-0.1,41*,-7,0.0
O=C(CCc1nnc(CCC2CCCCC2)o1)N1CCC(OCc2cccnc2)CC1,0.2,-33,15,-1.1
CCOC(=O)c1oc2cc(NC(=O)c3ccc(OC)c(OC)c3)ccc2c1C,0.0,1,16,-2.7
C=CCn1c2[n+](c3ccccc3c1=O)CCCCC2,0.2,5,21,-0.7
O=C1CC(N2CCCCC2)C(=O)N1c1ccc2c(c1)OCO2 (centres undefined),0.1,-6,8,0.4
CC(C)N(C(=O)Cc1csc(NC(=O)Nc2ccc(Cl)cc2)n1)C(C)C,0.0,5,-7,11*
CCOC(=O)C1=C(C)NC(C)=C(C(=O)OCC)C1C(=O)OCC(=O)Nc1ccc(C)cc1,0.6,-10,8,0.7
COc1ccccc1N1CCN(C(=O)c2ccc3nc4cc(Cl)ccc4c(=O)n3c2)CC1,0.1,4,-20,0.8
CCOCCCNC(=O)c1ccc2c(c1)NC(=O)c1ccccc1N2,-0.1,1,-2,1.3
O/N=C1/C(=C/c2ccco2)N2CCC1CC2,-0.1,-5,5,3.1
O=c1[nH]c2ccccc2c(=O)n1CCOCc1ccccc1Cl,-0.1,6,-3,1.6
COc1ccc(Cl)cc1Nc1nc(N2CCOCC2)nc(N2CCOCC2)n1,-0.1,-2,-3,-0.1
CSc1ncccc1C(=O)NCC1CCCCC1,0.4,-4,10,0.3
CCOc1ccc(CCNc2cc(C)nc3ncnn23)cc1OCC,-0.3,6,18,-1.4
CN(c1ccc(Cl)cc1)S(=O)(=O)c1nnc(NC(=O)c2ccco2)s1,-0.2,-5,4,-0.8
COc1ccccc1C(=O)N1CCC2(CC1)Nc1ccccc1-n1cccc12,-0.2,-8,1,-1.1
N#Cc1ccc(COC(=O)c2ccco2)cc1,0.4,-4,19,-1.2
Cc1noc(C)c1Cn1c(=O)c2c(ncn2Cc2ccccc2)n(Cc2ccccc2)c1=O,-0.2,4,-5,2.5
C=CCc1cc(/C=C2/NC(=S)NC2=O)cc(OC)c1OCC(=O)O,-0.3,5,4,-0.4
Cc1nc2sc(C(=O)Nc3c(F)cccc3F)c(C)c2c(=O)[nH]1,0.3,-7,16,0.0
CC(C)OC(=O)c1c(NC(=O)c2cc3n(n2)C(C(F)(F)F)CC(c2ccc(Br)cc2)N3)sc2c1CCCC2 (centres undefined),0.0,-2,-6,-1.1
CCOc1ccc(S(=O)(=O)N(CC(=O)NC2CC3CCC2C3)c2ccccc2)cc1 (centres undefined),0.2,-9,7,0.6
# Next records
SMILES,FBW7 act,TEAD-YAP block,MITF primary,GPR151 ag
CCC(CO)NCc1ccc(N(C)C)cc1 (centres undefined),0.1,10,20,-1.9
COC(=O)C1=C(C)C(c2ccc(OC)cc2)NC(=O)N1C (centres undefined),0.3,5,5,2.8
COc1ccc(OCC(=O)NCCN(C)C)cc1,0.0,-4,10,-1.5
Cc1ccccc1C(=O)O/C(=C\c1ccc(C)c2ccccc12)c1ccccc1C,0.3,3,12,-0.4
CCCc1ccc(C(=O)Nc2nc3ccccc3s2)cc1,0.0,38*,3,-2.9
CCC(=O)N1CCc2cc(S(=O)(=O)NC(CC(C)C)C(=O)Nc3ccccn3)ccc21 (centres undefined),0.0,-8,-10,-0.2
CCCCc1ccc(NC(=O)C2CC(=O)N(c3ccccc3F)C2)cc1 (centres undefined),0.0,10,6,1.3
CCOc1ccc(C(=O)NC2CCN(C(=O)Nc3cccc(OC)c3)CC2)cc1,0.4,-7,2,1.5
CCCCOC(=O)Nc1nccs1,0.0,-9,16,0.4
O=C(Nc1ccc2nc3n(c(=O)c2c1)CCCC3)c1ccc([N+](=O)[O-])o1,0.2,7,11,-2.1
CCC1CN(CCC(=O)NCCCn2ccnc2)Cc2ccc(Cl)cc2O1 (centres undefined),0.7,-3,9,-1.4
C=CCn1c(SCC(=O)Nc2sc3c(c2C#N)CCCC3)nc2sc3c(c2c1=O)CCC3,-0.1,-11,-2,-0.9
CCOC(=O)Cc1c(C)nc2c(C#N)c[nH]n2c1=O,0.0,0,8,-0.3
CCN1CCN(c2cc(N3CCN(C(C)=O)C(C)C3)c([N+](=O)[O-])cc2F)CC1 (centres undefined),-0.2,-3,0,1.6
Cc1ccc(O)c(CNn2cnnc2)c1,0.1,0,1,-1.0
CCC(C)NC(=O)C1CCCN(c2nnc(N3CCCC3=O)s2)C1 (centres undefined),0.0,-8,4,0.3
COc1ccc(-c2nc3c(NC4CC4)ncnc3n2C(C)C)cc1,-0.1,-14,-3,0.7
CS(=O)(=O)N(CC(=O)Nc1cc(C(F)(F)F)ccc1Cl)C1CCCCC1,-0.1,11,1,0.1
Cc1cccc(OC(=O)c2ccc(F)cc2)c1,0.0,-5,-13,-1.0
O=C(CSc1nc2ccsc2c(=O)n1-c1ccc(Br)cc1)c1ccc(Br)cc1,0.3,4,11,0.5
COc1ccc(C2=N/C(=C\c3cccc(Cl)c3)C(=O)O2)cc1,0.2,3,17,1.3
C=CCSc1nc2ccccc2n1C(=O)CN1C(=O)c2ccccc2C1=O,0.1,-10,19,-1.2
Cc1nc(CCNS(=O)(=O)c2ccc(F)cc2)cs1,-0.1,-6,-2,-0.6
Cc1ccc(CNC(=O)C2CCCN(C(=O)N3CC(C)Oc4ccc(C)cc43)C2)cc1 (centres undefined),0.1,4,5,1.0
O=[N+]([O-])c1ccc(N=NNc2ccc([N+](=O)[O-])cc2)cc1,0.2,-1,-6,0.1
COCCNC(=S)NNC(=O)c1ccc(Cl)cc1Cl,-0.1,-7,-12,0.2

# Five entries already listed, ordered by molar mass, smallest number first.
SMILES,FBW7 act,TEAD-YAP block,MITF primary,GPR151 ag
Cc1ccc(O)c(CNn2cnnc2)c1,0.1,0,1,-1.0
O=[N+]([O-])c1ccc(N=NNc2ccc([N+](=O)[O-])cc2)cc1,0.2,-1,-6,0.1
Cc1nc(CCNS(=O)(=O)c2ccc(F)cc2)cs1,-0.1,-6,-2,-0.6
COc1ccc(C2=N/C(=C\c3cccc(Cl)c3)C(=O)O2)cc1,0.2,3,17,1.3
CCCCc1ccc(NC(=O)C2CC(=O)N(c3ccccc3F)C2)cc1 (centres undefined),0.0,10,6,1.3
